Assay outcomes deposited in PubChem by several laboratories.
Fh CTSL1 inh: counter-screen for PFM18AAP inhibitors: inhibitors of F. hepatica cathepsin L1 | recombinant F. hepatica cathepsin L1, Z-Leu-Arg-MCA fluorescence | inhibition, % at 5.96 µM | hit rate 0.49% among 300,000;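 active means inhibition above the mean of all tested compounds plus 3 SD, set per screening campaign, cut at about 17% in these data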;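 further: 0% = plate median of test compound wells and 100% = 1 µM Z-Phe-Ala-diazomethylketone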
TPT1 inh: C. albicans TPT1 enzyme inhibition; recombinant caTPT1, FP RNA substrate dephosphorylation; inhibition, % at 5 µM; hit rate 0.81% among 300,000;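 active means inhibition above the mean of all tested compounds plus 3 SD, set per screening campaign, cut at about 24% in these data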;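 further: plate controls were DMSO alone for no effect and ferristatin control at 100 nM for full effect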
PREPL inhibitor: human PREPL enzyme inhibition. Q4J6C6. recombinant PREPL, fluorescence polarization activity-based probe. inhibition, % at 5.96 µM. hit rate 0.68% among 320,000; in the data active means inhibition above about 43%;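 further: 0% = enzyme with DMSO and 100% = wells lacking enzyme; many of its hits are not listed in these tables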
PP1 inh: blocks human PP1-alpha phosphatase, a PP5 counter-screen; hit rate 0.9% among 320,000; inhibition, % at 6.7 µM; AID 2235; P62136; purified PP1alpha, OMFP fluorescence;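 active means inhibition above the mean inhibition of all tested compounds plus 3 SD, computed separately for each screening campaign, cut at about 15% in these data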
LYPLA2 counter: counter-screen for PME1 inhibitors: inhibitors of human LYPLA2; O95372; recombinant LYPLA2, FP-Rh probe fluorescence polarization; inhibition, % at 5.9 µM; hit rate 0.38% among 320,000; AID 2177;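 active means inhibition above the screen-wide mean plus 3 SD, limit set per campaign, cut at about 26% in these data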;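 further: 0% = LYPLA2 with DMSO and 100% = wells lacking LYPLA2 enzyme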
Target sequence (O95372 whole entry, looked up): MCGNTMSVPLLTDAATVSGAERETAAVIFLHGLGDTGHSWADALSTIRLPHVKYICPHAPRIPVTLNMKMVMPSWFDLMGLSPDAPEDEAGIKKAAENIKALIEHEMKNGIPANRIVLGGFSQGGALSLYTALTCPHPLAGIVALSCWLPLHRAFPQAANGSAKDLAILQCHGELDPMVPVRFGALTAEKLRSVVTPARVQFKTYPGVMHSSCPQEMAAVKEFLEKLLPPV
PP5 primary: inhibitors of human protein phosphatase 5 (PP5); P53041; AID 1987; purified PP5c, OMFP substrate fluorescence; inhibition, % at 6.7 µM; hit rate 0.18% among 320,000;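 active means inhibition above the campaign's mean inhibition across all tested compounds plus 3 SD, cut at about 9.5% in these data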;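 further: 0% = DMSO only and 100% = 100 µM cantharidin control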
Target sequence (P53041 whole entry, looked up): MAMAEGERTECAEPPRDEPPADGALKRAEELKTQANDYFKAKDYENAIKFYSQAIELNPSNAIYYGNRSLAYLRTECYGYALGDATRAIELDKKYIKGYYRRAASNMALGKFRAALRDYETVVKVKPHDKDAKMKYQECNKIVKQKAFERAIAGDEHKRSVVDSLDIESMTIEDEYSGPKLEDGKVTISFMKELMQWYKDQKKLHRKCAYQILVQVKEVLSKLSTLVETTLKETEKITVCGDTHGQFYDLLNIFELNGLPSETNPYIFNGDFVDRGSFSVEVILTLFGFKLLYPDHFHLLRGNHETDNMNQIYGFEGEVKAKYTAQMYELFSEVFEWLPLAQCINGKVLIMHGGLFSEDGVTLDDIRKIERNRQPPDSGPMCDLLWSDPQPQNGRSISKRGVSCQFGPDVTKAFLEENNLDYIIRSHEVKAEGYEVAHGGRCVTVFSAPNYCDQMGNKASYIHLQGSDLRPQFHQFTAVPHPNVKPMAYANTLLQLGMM
HCV core dimer: HCV core protein dimerization inhibition; inhibition, % at 5 µM; AID 1899; hit rate 0.33% among 300,000; TR-FRET GST/Flag-core106 dimerization, 1536-well;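 active means inhibition above the mean of all tested compounds plus 3 SD, set per screening campaign, cut at about 45% in these data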
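System – GST-tagged and Flag-tagged HCV core protein residues 1-106 · Repeats – one well for each compound · Technique – TR-FRET 671 and 617 nm emission · Doses – one concentration, 5 µM, in 0.5% DMSO · Times – 4 h, 22.5 °C incubation · Also added – Eu donor and XL665 acceptor anti-tag antibodies · Measure – percent inhibition of core106 dimerization signal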
GASC-1 inh: human JMJD2C demethylase inhibition. Q9H3R0. GST-JMJD2C(1-420) H3K9me3 demethylation, DELFIA europium. inhibition, % at 2.35 µM. hit rate 0.069% among 330,000. AID 2099;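 active means more than half of a compound's replicate wells show inhibition beyond 50%, single wells judged on their own value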;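 further: signal counts dimethyl H3K9 product captured on neutravidin plate; 0% = median of DMSO wells and 100% = 0.3 times that DMSO median; strong numbers were not always called active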
Efflux pump inh: inhibitors of Candida antifungal efflux pumps expressed in yeast | S. cerevisiae Candida pump triplex, Nile Red efflux | inhibition, % at 10 µM | hit rate 0.44% among 330,000 | AID 485275;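 active means plate passing quality check with inhibition over a set limit, or well fluorescence over plate mean plus 4 SD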;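 further: Nile Red retained in pooled yeast measured as flow cytometry median fluorescence; 0% = buffer negative control and 100% = Enniatin B positive control; higher means more Nile Red kept so more efflux inhibition; some compounds called inactive have numbers as strong as hits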
An asterisk follows results filed as active; · = no result given; & = joins results of further samples. This is a subset. The share of hits here may be higher or lower than overall.

SMILES	Fh CTSL1 inh	TPT1 inh	PREPL inhibitor	PP1 inh	LYPLA2 counter	PP5 primary	HCV core dimer	GASC-1 inh	Efflux pump inh
COc1cccc(-c2nc(CS(=O)(=O)CC(=O)NCc3ccccc3OC)c(C)o2)c1	3	2	3	-1	-1	2.9	-2	-7	0.0
COc1ccc(CCNC(=O)COC(=O)CSc2ccc([N+](=O)[O-])cc2)cc1OC	·	·	10	1	6	-0.3	·	2	0.0
CCN(Cc1ccccc1)S(=O)(=O)c1cc(C(=O)NCCCN(C)C)ccc1OC	-4	-2	-11	-5	1	-0.6	-3	8	0.4
COc1ccc(CCNC(=O)CSc2nc(O)c(C(C)C)c(=O)[nH]2)cc1OC	-1	2	0	-2	1	0.6	8	10	0.0
CCOc1ccc(NS(=O)(=O)c2cc(C(=O)N3CCCC3)ccc2Cl)cc1	0	-1	-7	-7	-6	0.8	3	-13	-0.1
COc1ccccc1C(=O)Nc1nc(-c2cccs2)c(NC(C)=O)s1	5	-4	13	-2	6	0.9	-8	-10	0.0
Cc1sc2nc(SCC(=O)N(CCO)CCO)n(C3CCCCC3)c(=O)c2c1C	-5	4	10	-2	-7	0.9	1	-1	0.5
COc1ccc(CCNC2=C(Cl)C(=O)N(Cc3ccccc3)C2=O)cc1OC	-1	-1	-3	-1	2	4.6	11	-3	-0.1
CN(C)S(=O)(=O)c1cccc(NC(=O)COC(=O)c2cn(-c3ccccc3)nc2-c2ccccc2)c1	-7	-1	-3	-6	-63	4.2	4	0	0.1
CCN1CCN(CCCNC(=O)Cn2nc(C)n3nc(-c4ccccc4)cc3c2=O)CC1	2	0	11	-2	5	3.4	-3	-17	0.1
COc1ccc(/C=N/Nc2nc(N3CCCCC3)nc(N3CCCCC3)n2)cc1[N+](=O)[O-]	2	4	2	0	-7	1.0	13	14	0.1
Cc1ccc(NCc2nnc(SCC(=O)Nc3ncc(C)s3)n2CC2CCCO2)c(C)c1 (stereo not given)	-5	-5	-3	-3	1	0.4	-4	-18&1	-0.3

Structures above that contain a carbonyl joined to an NH by a bond outside any ring:
SMILES	Fh CTSL1 inh	TPT1 inh	PREPL inhibitor	PP1 inh	LYPLA2 counter	PP5 primary	HCV core dimer	GASC-1 inh	Efflux pump inh
COc1cccc(-c2nc(CS(=O)(=O)CC(=O)NCc3ccccc3OC)c(C)o2)c1	3	2	3	-1	-1	2.9	-2	-7	0.0
COc1ccc(CCNC(=O)COC(=O)CSc2ccc([N+](=O)[O-])cc2)cc1OC	·	·	10	1	6	-0.3	·	2	0.0
CCN(Cc1ccccc1)S(=O)(=O)c1cc(C(=O)NCCCN(C)C)ccc1OC	-4	-2	-11	-5	1	-0.6	-3	8	0.4
COc1ccc(CCNC(=O)CSc2nc(O)c(C(C)C)c(=O)[nH]2)cc1OC	-1	2	0	-2	1	0.6	8	10	0.0
COc1ccccc1C(=O)Nc1nc(-c2cccs2)c(NC(C)=O)s1	5	-4	13	-2	6	0.9	-8	-10	0.0
CN(C)S(=O)(=O)c1cccc(NC(=O)COC(=O)c2cn(-c3ccccc3)nc2-c2ccccc2)c1	-7	-1	-3	-6	-63	4.2	4	0	0.1
CCN1CCN(CCCNC(=O)Cn2nc(C)n3nc(-c4ccccc4)cc3c2=O)CC1	2	0	11	-2	5	3.4	-3	-17	0.1
Cc1ccc(NCc2nnc(SCC(=O)Nc3ncc(C)s3)n2CC2CCCO2)c(C)c1 (stereo not given)	-5	-5	-3	-3	1	0.4	-4	-18&1	-0.3

The list goes on.
SMILES	Fh CTSL1 inh	TPT1 inh	PREPL inhibitor	PP1 inh	LYPLA2 counter	PP5 primary	HCV core dimer	GASC-1 inh	Efflux pump inh
O=C(CNC(=O)c1nc[nH]c1C(=O)N1CCNCC1)OCc1ccccc1	0	-6	-1	-1	0	0.1	5	-1	-0.1
CC(=O)c1ccc(S(=O)(=O)Nc2cccc(-c3cn4c(n3)SCC4)c2)cc1	0	0	-14	0	3	-2.2	16	-10	-0.3
C1CCCCCC(NCCN2CCNCC2)CCCCC1	3	2	0	-3	0	1.6	-14	22	0.2
O=C(N/N=C\c1ccc([N+](=O)[O-])o1)c1cncc(Br)c1	6	0	9	1	-7	0.9	-2	-10	0.0
Cc1cccc(C)c1NC(=O)c1ccc(N2CCCC2=O)cc1	·	·	-4	-6	0	0.3	·	-4	0.1
CC(C)CCN1CCN(C/C=C/c2ccco2)CC1CCO (stereo not given)	1	0	15	-5	-1	0.2	1	-6	-0.1
Cc1cc(C)n2nc(S(=O)(=O)NC(C)(C)C)nc2n1	2	6	17	-1	-3	-0.8	0	-15	0.0
O=C(NCc1ccco1)c1ccc2c(c1)C(=O)N(C1CCCCC1)C2=O	-2	-4	5	2	18	0.0	-4	5	-0.1
CN1C2C=C3C(C#N)=C(N)C(C#N)(C#N)C(c4ccc(Br)cc4)C3C1CC2 (stereo not given)	2	5	21	1	6	-0.8	3	9	0.0
Cc1c(NC(=O)CN2CC(C)OC(C)C2)c(=O)n(-c2ccccc2)n1C (stereo not given)	-6	-3	-8	-2	-7	1.8	1	5	-0.1
Cc1cc(NC(=O)c2n[nH]c(=O)c3ccccc23)ccc1Br	-1	4	2	-2	4	-1.7	0	1	-0.2
Cc1cc(C(F)F)n2nc(C(=O)Nc3cc(C)on3)nc2n1	10	-1	5	-2	-4	0.4	2	13&-3	0.0
O=C(CSc1ncc(-c2ccccc2)[nH]1)Nc1cccc(O)c1	2	-4	8	-1	4	0.0	0	1	-0.1
O=C(COC(=O)/C=C/c1ccc(F)cc1)Nc1ccc(Cl)cn1	1	4	4	-1	-1	-2.3	3	-13	-0.1
CS(=O)(=O)N(Cc1ccccc1)c1ccc(C(=O)Nc2cccnc2)cc1	2	1	1	0	3	3.1	-2	-2	-0.1
COc1ccc(S(=O)(=O)N(C)CC(=O)N2CCN(c3ccccc3)CC2)cc1	-8	0	9	-1	3	0.7	-6	-8	0.0
Cc1ccc(C(=O)N/N=C\c2ccc3c(c2)OCO3)cn1	1	-1	2	3	-2	-0.5	-4	7	0.0
CCNC(=O)OCC12CC3CC(CC(C3)C1)C2	-1	3	-5	-3	2	1.6	-5	2	0.2
Cc1cccc(C)c1NC(=O)COC(=O)CN1C(=O)C2CCCCC2C1=O (stereo not given)	·	·	-2	-1	0	0.8	·	·	0.1
CC1(C)Cc2c(C#N)c(NCCCO)nc(-c3ccccc3)c2CO1	1	-5	2	1	2	-0.5	-7	5	-0.1
O=C(COc1ccc2ccccc2c1Br)NC(=S)Nc1cccc(CO)c1	-1	-1	-12	8	0	1.6	10	-4	0.2
CC(=O)C1=C(NC(=O)c2ccccc2F)C[C@@H]2[C@H]1C2(C)C	2	-1	13	0	0	0.2	4	-7	-0.1
COCCNC(=O)c1ccccc1NS(=O)(=O)c1ccc(C)c([N+](=O)[O-])c1	0	4	-3	-1	-3	4.0	-8	-2	0.1
CCCN(CCC)C(=O)c1c(C)[nH]c(C(=O)OCC)c1C	1	4	-5	-3	-2	0.5	-6	1	0.0
COc1ccccc1N1CCN(C2CC(=O)N(c3ccc(F)cc3)C2=O)CC1 (stereo not given)	5	-4	5	-2	6	0.7	-4	-8	-0.1
Cn1c(CCNC(=O)c2ccccc2F)nnc1SCc1nc2ccccc2c(=O)[nH]1	0	0	11	-6	3	-0.4	5	-2	0.2
CC1(C)Cc2ccccc2C(CSc2ccccc2C(=O)O)=N1	-1	3	10	0	0	5.7	-1	10	0.1
CCc1cc2cc3c(cc2nc1SCC(=O)Nc1cc(C)on1)OCO3	3	-2	4	2	7	2.0	111*	5	0.2
O=C(O)c1ccc(Nc2c3ccccc3nc3ccccc23)cc1	9	-1	4	-3	-2	1.1	0	9	0.0
COc1ccc(OC)c(/C=C/C(=O)Oc2ccc(C(C)=O)cc2)c1	-24	-2	24	-3	4	0.8	-2	6	-0.2
CCC(C)(C(=O)NC1CCCCC1)N(Cc1ccco1)C(=O)CC1NC(=O)NC1=O (stereo not given)	3	-3	-1	1	2	1.9	-3	1	0.0
O=[N+]([O-])c1cc2c(c(CSc3nnc4ccccn34)c1)OCOC2	1	1	12	2	1	-0.4	-7	8	0.0
CCc1cc2cc(C(=O)N3CCN(c4ccccc4)CC3)sc2s1	1	-1	4	-5	12	-1.1	13	0	-0.1
O=C(NC(=S)Nc1ccccc1N1CCOCC1)c1cccs1	-11	-5	0	1	2	-0.1	2	7	-0.1
CCCc1nc2oc3c(OCC)ncnc3c2c2c1COC(C)(C)C2	-3	0	3	0	-4	3.6	2	5	0.3
COc1ccc(N(CC(=O)NCCC2=CCCCC2)S(C)(=O)=O)cc1OC	-1	0	7	-9	0	-1.2	-2	6	0.1
CN1CCC(N(C)S(=O)(=O)c2ccc(NC(=O)Cc3ccc(F)cc3)cc2)CC1	·	·	22	-4	5	-1.6	·	·	-0.1
O=C(Nc1cccc(NC(=O)c2ccccc2[N+](=O)[O-])c1)c1ccccc1Cl	5	1	2	0	2	4.3	-2	-5	0.0
COC(=O)c1ccccc1NC(=O)COC(=O)C1CCCCC1	5	-3	-1	-2	4	-0.3	0	-6	0.0
Cc1ccccc1NC(=O)CN1C(=O)N/C(=C\c2ccccc2OCc2ccc(C(=O)O)cc2)C1=O	3	0	-23	18*	-16	2.9	-4	17	0.1
Cn1c(CCNC(=O)c2ccco2)nc2cc(NS(=O)(=O)c3ccccc3)ccc21	0	-2	11	-3	1	0.9	-6	-3	-0.1
CCn1c(=NC(=O)C2COc3ccccc3O2)sc2c(C)ccc(OC)c21 (stereo not given)	7	0	4	-3	-4	-0.3	10	-6	0.0
Nc1nnc(SCCN2C(=O)c3ccccc3S2(=O)=O)s1	-2	3	-6	3	-9	-1.1	-6	11	0.0
CC(=O)Nc1cc2cc(NS(=O)(=O)c3ccc(C)cc3)ccc2oc1=O	-2	-2	-2	-4	2	-1.3	-3	3	0.0
CN(C)c1ccc(/C=C/c2nc3ccccc3c(=O)n2-c2ccc(C(=O)O)cc2)cc1	8	144*	5	0	-6	-4.8	17	40	-0.2
O=C(COC(=O)c1cc(S(=O)(=O)N2CCCC2)ccc1O)Nc1ccc(S(=O)(=O)N2CCOCC2)cc1	1	-1	8	-3	6	1.7	-1	2	-0.1
CCCOC1CCCN(C(=O)CCc2nnc(-c3ccc4c(c3)OCO4)o2)C1 (stereo not given)	-1	-1	8	-4	7	2.5	-6	12	0.0
